KCC2 mod = KCC2 cotransporter modulators, thallium flux, primary screen, cell-based, HEK293 KCC2, FluoZin-2 fluorescence, MLSMR; Solute carrier family 12 member 5 (Homo sapiens), Q9H2X9; KCC2 cells, thallium flux FluoZin-2 fluorescence; B-score of Tl+ flux slope (higher = more flux/activation; lower = inhibition) at 10 µM; AID 1456, 2008; actives 2.2% (n = 190,000);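 active = thallium flux slope and its plate-corrected score both differing from the plate sample mean at a set confidence after two filtering rounds, in either direction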;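 note: slope of fluorescence scaled to starting intensity during 10 to 20 s after thallium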
zVAD death inh = inhibitors of zVAD-triggered necroptosis, primary screen, L929 cells. viability rescue, % at 10 µM. actives 0.38% (n = 220,000). L929 zVAD necroptosis rescue, ATP luminescence, 24 h; with zVAD 60 µM;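 active = activation, scaled between plate controls, above about 75%, limit read from the data; inactive = activation under that limit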;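 note: 0% = zVAD with DMSO and 100% = DMSO alone without zVAD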
Rad51 HR inh = human RAD51 strand exchange inhibitors, primary screen, biochemical, fluorescence. hRad51 DNA strand exchange, fluorescence dequenching. AID 1385, 2008. inhibition, % at 10 µM. actives 0.085% (n = 200,000);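 active = inhibition above 40% at the single screening dose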;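 note: 0% = DMSO control wells and 100% = blanks with heterologous ssDNA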
Target sequence (Q06609 whole entry, looked up): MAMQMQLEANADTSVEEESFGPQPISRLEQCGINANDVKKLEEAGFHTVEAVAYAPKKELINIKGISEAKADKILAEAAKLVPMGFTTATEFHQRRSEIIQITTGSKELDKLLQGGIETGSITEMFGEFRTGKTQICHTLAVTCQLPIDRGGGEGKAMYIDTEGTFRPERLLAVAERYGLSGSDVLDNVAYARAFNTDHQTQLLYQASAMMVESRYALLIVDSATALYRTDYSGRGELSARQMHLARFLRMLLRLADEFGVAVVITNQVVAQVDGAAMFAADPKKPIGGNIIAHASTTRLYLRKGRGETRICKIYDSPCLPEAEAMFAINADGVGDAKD
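Material: hRad51 filaments on single-stranded DNA; Reagent: Donor/quencher-labelled 47-bp dsDNA substrate; Compound: 10 µM final, single point; Schedule: 37 °C 15-min filament assembly, 30-min compound preincubation, 15-min exchange; Technique: FRET fluorescence, excitation 485 nm, emission 520 nm; Benchmarks: control wells and blank wells on each plate.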
eIF4E 4G PPI = eIF4E–eIF4G protein interaction inhibitors, primary screen, biochemical, uHTS, TR-FRET, eIF4GI fragment; TR-FRET eIF4E-eIF4GI(517-606) binding, 2 h; inhibition, % at 21.7 µM; actives 0.37% (n = 220,000);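 active = inhibition above about 30%, limit read from the data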;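 note: 0% = full FRET control wells and 100% = background wells lacking eIF4GI fragment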
Calpain2 inh = inhibitors of pig calpain II, primary screen, biochemical, fluorogenic peptide substrate, 1536-well; purified calpain II, 30 min; AID 1236, 2008; inhibition, % at 16 µM; actives 0.37% (n = 220,000);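 active = inhibition above about 50%, limit read from the data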
EBV gp42 inh = Epstein-Barr virus gp42 inhibitors, primary screen, biochemical, uHTS, fluorescence polarization; Glycoprotein 42 (Epstein-Barr virus (strain AG876)), Q1HVG2; Fluorescence polarization binding assay, mP read-out; inhibition, % (tested at 21.74 µM); actives 0.42% (n = 220,000); in the data active = inhibition above about 50%
Target sequence (Q1HVG2 whole entry, looked up): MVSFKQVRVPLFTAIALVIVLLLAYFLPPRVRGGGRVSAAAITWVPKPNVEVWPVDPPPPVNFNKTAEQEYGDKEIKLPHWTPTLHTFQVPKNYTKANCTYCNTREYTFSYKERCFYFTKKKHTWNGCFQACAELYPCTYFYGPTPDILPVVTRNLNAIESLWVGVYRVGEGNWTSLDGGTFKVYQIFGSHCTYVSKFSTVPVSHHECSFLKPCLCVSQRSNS
PERK inh = block of dimerizer-induced PERK translation repression, primary screen, PERK inhibitor project, CHO PERK-DD cells, SEAP luminescence, HTS; inhibition, % at 5.6 µM; actives 0.17% (n = 220,000); CHO PERK-DD fusion, SEAP luminescence translation reporter; AID 1416, 2008; Eukaryotic translation initiation factor 2-alpha kinase 3 (Homo sapiens), Q9NZJ5;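 active = inhibition above the mean inhibition of all tested compounds plus 3 SD, set separately per screening campaign, cut at about 2.9% in these data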;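 note: PERK kinase domain activated by AP20187 dimerizer at 100 nM; 0% = DMSO with dimerizer and 100% = rapamycin at 8.4 µM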
Mdm2 ligase inh = MDM2-luciferase reporter signal enhancers, primary screen, MDM2 E3 ligase inhibitor project, cell-based, luminescence, 1536-well; actives 0.11% (n = 210,000); E3 ubiquitin-protein ligase Mdm2 (Homo sapiens), Q00987; signal enhancement, % at 5 µM; cell-based MDM2 ubiquitination luciferase reporter, 2 h; 0 = plate control, 100 = twice control, blank-subtracted;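 active = signal enhancement of 30% or more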;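 note: luminescence tracks abundance of the self-degrading MDM2-luciferase fusion protein; higher signal means inhibition of MDM2 E3 ligase activity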
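Assay system: stable mammalian line carrying autodegrading MDM2–luciferase fusion reporter; Input: 2000 cells in each well; Compound dosing: single-point 5 µM; Schedule: 2 h compound exposure at 37 °C; Signal: SteadyLite luciferase luminescence after 15 min room-temperature reagent incubation; Evaluation: % luminescence enhancement versus blank-corrected plate control mean; Benchmarks: plate controls and plate blanks.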
TNF death inh = inhibitors of TNF-alpha triggered necroptosis, primary screen, cell-based, Jurkat FADD-/-, single concentration; activation (protection from cell death), % at 10 µM; Jurkat FADD-/- TNF necroptosis rescue, ATP luminescence, 24 h; 0 = TNF only, 100 = no-TNF cells; actives 0.068% (n = 220,000);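 active = activation, meaning protection from cell death, of at least 50% relative to plate controls; inactive = activation below 50%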;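 note: necroptosis triggered by 40 ng/mL TNF-alpha added together with compound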
An asterisk follows results filed as active; x = no result given; [ ] = remark or other dose.

1) COC(=O)C1=C(C)NC2=C(C(=O)CC(c3cccs3)C2)C1c1ccsc1 (stereo unspecified)
2) CC1CCCCN1Cc1ccc(-c2nnn(CC(=O)NC3CCCCC3)n2)cc1 (stereo unspecified)
3) Cc1nnc(SCCC(=O)Nc2nc(-c3ccccc3)ns2)s1
4) CC(=O)Nc1ccc(NC(=O)c2ccc([N+](=O)[O-])cc2Cl)cc1
5) COc1ccc(C(=O)/C=C/C(=O)N(CC(=O)NCCC(C)C)Cc2cccs2)c(O)c1
6) O=C(/C=C/c1ccccc1)N/C(=C/c1ccccc1)C(=O)N1CCOCC1
7) Cc1ccc(C(C(=O)NC2CCCC2)N(C(=O)Cc2cccs2)c2cccc(C)c2C)o1 (stereo unspecified)
8) Cc1ccc(C)c(N2CCN(C(=O)C3CCCN(S(=O)(=O)c4cnc[nH]4)C3)CC2)c1 (stereo unspecified)

Compound | 1 | 2 | 3 | 4 | 5 | 6 | 7 | 8
KCC2 mod | x | 0.17 | -0.77 | -0.6 | 0.3 | 1.9 | x | 0.099
zVAD death inh | 0.1 | -0.9 | 0.6 | 7.0 | 14 | 0.0 | -0.1 | 0.4
Rad51 HR inh | -2 | -5 | 5 | -6 | 3 | -8 | -6 | 9
eIF4E 4G PPI | 3 | 8 | -2 | -1 | 0 | -3[fluorescence artefact?] | 2 | 2
Calpain2 inh | -89 | -1 | -72 | -31 | -8 | 45 | -17 | 10
EBV gp42 inh | -3 | -16 | -22 | -17 | 5 | -7 | 8 | -18
PERK inh | -0.9 | -0.7 | 1.2 | 1.9 | -1.8 | -0.6 | 0.8 | -0.9
Mdm2 ligase inh | 5 | x | -11 | -3 | -9 | -14 | 2 | -20
TNF death inh | -6.1 | 0.4 | -0.8 | -0.2 | -6.7 | 0.3 | -4.1 | 1.4

9) Cc1ccc(NC(=S)Nc2nc(CC(=O)Nc3ccccc3)cs2)cc1
10) CC(C)c1cc(C(=O)O)c2cnn(C(C)C)c2n1
11) COc1ccc(CN2CC(C(=O)NCC3CCCO3)CC2=O)cc1 (stereo unspecified)
12) CCCNC(=O)c1cc(C)no1
13) O=C(NN1C(=O)/C(=C/c2cccs2)SC1=S)c1ccccc1
14) CCOc1ccc(N(C(C)C(=O)NC2CCCCCC2)S(C)(=O)=O)cc1 (stereo unspecified)
15) CN(C)c1nn(C(=O)Nc2ccc(Cl)cc2Cl)cc1-c1ccccc1
16) CCCc1cc(=O)[nH]c(SCc2ccc(F)cc2)n1

Compound | 9 | 10 | 11 | 12 | 13 | 14 | 15 | 16
KCC2 mod | -0.24 | 0.027 | -0.1 | 0.81 | -2.5 | 1.1 | -1 | -1.3
zVAD death inh | 0.2 | 0.5 | 1.2 | 0.8 | 0.9 | 0.1 | 0.4 | 0.1
Rad51 HR inh | 0 | 6 | 0 | -2 | 8 | -5 | -2 | x
eIF4E 4G PPI | -13 | 0 | -2 | -4[fluorescence artefact?] | -5 | 1 | -1[fluorescence artefact?] | -4
Calpain2 inh | 5 | -23 | -26 | -20 | 11 | 28 | 2 | -11
EBV gp42 inh | -23 | -6 | -22 | -11 | 6 | 0 | -8 | -4
PERK inh | 0.3 | -0.2 | 0.3 | 0.0 | 0.1 | -1.1 | 0.7 | 1.4
Mdm2 ligase inh | -13 | -27 | 12 | -13 | -11 | -19 | 1 | -1
TNF death inh | -2.4 | -0.5 | 1.2 | 0.1 | 1.6 | -0.4 | -6.3 | 0.1

A draw from above in order of number of heavy atoms, low to high.
12) CCCNC(=O)c1cc(C)no1
10) CC(C)c1cc(C(=O)O)c2cnn(C(C)C)c2n1
16) CCCc1cc(=O)[nH]c(SCc2ccc(F)cc2)n1
13) O=C(NN1C(=O)/C(=C/c2cccs2)SC1=S)c1ccccc1
3) Cc1nnc(SCCC(=O)Nc2nc(-c3ccccc3)ns2)s1
11) COc1ccc(CN2CC(C(=O)NCC3CCCO3)CC2=O)cc1 (stereo unspecified)
15) CN(C)c1nn(C(=O)Nc2ccc(Cl)cc2Cl)cc1-c1ccccc1
1) COC(=O)C1=C(C)NC2=C(C(=O)CC(c3cccs3)C2)C1c1ccsc1 (stereo unspecified)
6) O=C(/C=C/c1ccccc1)N/C(=C/c1ccccc1)C(=O)N1CCOCC1
2) CC1CCCCN1Cc1ccc(-c2nnn(CC(=O)NC3CCCCC3)n2)cc1 (stereo unspecified)

Compound | 12 | 10 | 16 | 13 | 3 | 11 | 15 | 1 | 6 | 2
KCC2 mod | 0.81 | 0.027 | -1.3 | -2.5 | -0.77 | -0.1 | -1 | x | 1.9 | 0.17
zVAD death inh | 0.8 | 0.5 | 0.1 | 0.9 | 0.6 | 1.2 | 0.4 | 0.1 | 0.0 | -0.9
Rad51 HR inh | -2 | 6 | x | 8 | 5 | 0 | -2 | -2 | -8 | -5
eIF4E 4G PPI | -4[fluorescence artefact?] | 0 | -4 | -5 | -2 | -2 | -1[fluorescence artefact?] | 3 | -3[fluorescence artefact?] | 8
Calpain2 inh | -20 | -23 | -11 | 11 | -72 | -26 | 2 | -89 | 45 | -1
EBV gp42 inh | -11 | -6 | -4 | 6 | -22 | -22 | -8 | -3 | -7 | -16
PERK inh | 0.0 | -0.2 | 1.4 | 0.1 | 1.2 | 0.3 | 0.7 | -0.9 | -0.6 | -0.7
Mdm2 ligase inh | -13 | -27 | -1 | -11 | -11 | 12 | 1 | 5 | -14 | x
TNF death inh | 0.1 | -0.5 | 0.1 | 1.6 | -0.8 | 1.2 | -6.3 | -6.1 | 0.3 | 0.4

8) Cc1ccc(C)c(N2CCN(C(=O)C3CCCN(S(=O)(=O)c4cnc[nH]4)C3)CC2)c1 (stereo unspecified)
5) COc1ccc(C(=O)/C=C/C(=O)N(CC(=O)NCCC(C)C)Cc2cccs2)c(O)c1
7) Cc1ccc(C(C(=O)NC2CCCC2)N(C(=O)Cc2cccs2)c2cccc(C)c2C)o1 (stereo unspecified)

Compound | 8 | 5 | 7
KCC2 mod | 0.099 | 0.3 | x
zVAD death inh | 0.4 | 14 | -0.1
Rad51 HR inh | 9 | 3 | -6
eIF4E 4G PPI | 2 | 0 | 2
Calpain2 inh | 10 | -8 | -17
EBV gp42 inh | -18 | 5 | 8
PERK inh | -0.9 | -1.8 | 0.8
Mdm2 ligase inh | -20 | -9 | 2
TNF death inh | 1.4 | -6.7 | -4.1

Additional structures follow:
17) CCCCCCC1C(C#N)=C(N)OC2=C1C(=O)CCC2 (stereo unspecified)
18) O=S(=O)(CCSc1ccccn1)c1nc2ccccc2s1
19) Cc1c(Cl)cccc1NC(=O)COC(=O)CN1C(=O)NC(C)(C)C1=O
20) CC(C)C(=O)N(Cc1ccc(F)cc1)Cc1nc2ccccc2c(=O)[nH]1
21) O=C1CCCC(c2ccccc2)N1 (stereo unspecified)
22) CC(=O)Nc1ccc(NC(=O)CN(c2ccccc2Cl)S(C)(=O)=O)cc1
23) CCCn1c(SCC(=O)Nc2sc(C)c(C)c2C#N)nnc1C(C)C
24) O=C(CN1C(=O)C2CC=CCC2C1=O)Nc1ccc(S(=O)(=O)N2CCOCC2)cc1 (stereo unspecified)
25) CCOC(=O)CSc1n[nH]c(NC(C)=O)n1
26) CC(=O)N(C)Cc1ccc(C(=O)CCl)cc1

Compound | 17 | 18 | 19 | 20 | 21 | 22 | 23 | 24 | 25 | 26
KCC2 mod | -3 | 0.11 | 0.069 | -0.39 | 0.55 | 0.21 | -0.21 | 0.49 | x | -0.51
zVAD death inh | 0.7 | -0.3 | -0.3 | 0.5 | 1.0 | -0.3 | 0.3 | 0.2 | 0.7 | -0.8
Rad51 HR inh | -2 | -7 | 23 | 15 | 20 | 4 | -7 | 3 | x | -4
eIF4E 4G PPI | 4 | 3 | -6 | 1 | 0 | -3 | -5 | 1 | 1 | 1
Calpain2 inh | -12 | 5 | -11 | -16 | -3 | 17 | 25 | -122 | -11 | 0
EBV gp42 inh | -5 | -2 | -22 | 2 | -8 | 6 | -10 | -10 | -1 | -5
PERK inh | 0.1 | 0.4 | 0.7 | 1.2 | 0.4 | 1.5 | -0.8 | 0.9 | -0.3 | 1.9
Mdm2 ligase inh | -3 | -13 | x | -6 | -2 | -21 | -7 | -10 | -14 | -25
TNF death inh | 0.0 | -16 | 3.0 | 0.2 | 1.2 | 1.0 | 0.1 | 1.6 | 0.8 | -16

Assay outcomes as filed in PubChem.
